Source: PubChem
Pf Dd2 growth: P. falciparum Dd2 growth inhibitors, primary screen, SYBR Green fluorescence, single dose replicates. 72 h; stronger effect = lower value. AID 1159554, 2015. activity change, % at 10 µM. 94,000 tested, 2.3% active; in the data active means activity change below about -80%
C diff HTS: C. difficile growth inhibitors, primary screen, HTS; Clostridium difficile clinical isolate growth, OD600, 24 h; stronger effect = lower value; growth activity, negative = inhibition, % at 16 µg/mL (by protocol); 86,000 tested, 0.25% active;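 active means mean growth activity at or below -80% and every replicate also at or below -80%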;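 further: 0% = DMSO wells and -100% = levofloxacin 16 µg/mL wells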
Tcruzi prolif: T. cruzi intracellular proliferation inhibitors, primary screen, cell-based, beta-gal Tulahuen parasites, NIH3T3 host, luminescence; T. cruzi beta-gal in NIH3T3, GalScreen luminescence, 90 h; inhibition, % at 8.34 µM; 77,000 tested, 5.9% active; AID 624255, 2012;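 active means mean inhibition above about 93%, with at least 55% of replicates each passing it, limit read from the data, passing the limit was not always enough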
GASC1 inh: inhibitors of GASC-1 (KDM4C) histone demethylase, primary screen, biochemical, single concentration HTS. Lysine-specific demethylase 4C (Homo sapiens), Q9H3R0. GST-KDM4C 2-372, H3K9me3 peptide, LANCE TR-FRET. inhibition, % at 12.5 µM. 96,000 tested, 0.15% active. AID 720574, 2013;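 active means mean replicate inhibition above about 25%, with at least 55% of replicates also reaching it, limit read from the data, passing the limit was not always enough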
Target sequence (Q9H3R0 2-372 limits assumed): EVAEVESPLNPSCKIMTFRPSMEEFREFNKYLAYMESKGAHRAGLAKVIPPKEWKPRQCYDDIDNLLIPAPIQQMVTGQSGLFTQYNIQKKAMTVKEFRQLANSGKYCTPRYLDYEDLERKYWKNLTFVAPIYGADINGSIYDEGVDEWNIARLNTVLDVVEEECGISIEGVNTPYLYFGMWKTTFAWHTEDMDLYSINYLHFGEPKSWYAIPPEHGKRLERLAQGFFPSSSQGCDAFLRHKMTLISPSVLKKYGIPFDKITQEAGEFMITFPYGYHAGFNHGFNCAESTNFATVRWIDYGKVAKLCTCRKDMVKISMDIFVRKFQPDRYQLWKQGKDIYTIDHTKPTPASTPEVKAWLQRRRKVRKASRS
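Material: GST-tagged GASC-1 (JMJD2C) catalytic fragment, aa 2-372 / Quantity: enzyme final amount 10 nM / Medium: HEPES buffer, pH 7.5, plus ascorbate / Doses: one test concentration per compound / Incubation: 30 min reaction, 60 min detection, RT / Measured by: LANCE TR-FRET / Read-out: inhibition from TR-FRET ratio decrease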
* = called active by the depositor; nt = no result given; & = joins results of further samples.

no.	compound	GASC1 inh	Tcruzi prolif	C diff HTS	Pf Dd2 growth
1	C[C@@H]1CN([C@H](C)CO)C(=O)c2cc(C3=CCCC3)cnc2O[C@H]1CN(C)C(=O)c1ccccc1	2.0	2.5	1.2	-19.0
2	Cc1cccc(-c2ccc([C@H]3[C@@H](CO)N4CCCCN(S(=O)(=O)c5cccc(C)c5)C[C@@H]34)cc2)c1	-0.5	73.0	7.5	-43.3
3	CO[C@@H](CN(C)C(=O)c1ccccc1F)[C@@H](C)CN([C@H](C)CO)S(=O)(=O)c1ccc(C)cc1	3.0	33.5	nt	5.1
4	COC(=O)C[C@@H]1CC[C@H]2[C@@H](COc3ccc(NC(=O)c4ccccc4)cc3C(=O)N2C)O1	-2.3	10.7	5.1	-6.4
5	CC(C)C(=O)Nc1ccc2c(c1)C(=O)N(C)[C@H]1CC[C@H](CC(=O)N[C@@H](C)c3ccccc3)O[C@H]1CO2	2.0	-3.8	-1.2	9.1
6	OC[C@@H]1Nc2ccc(-c3ccccc3)cc2[C@H]2[C@@H]1CCN2Cc1ccccc1F	-0.1	49.6	71.2	-23.2
7	C[C@@H]1CN([C@H](C)CO)S(=O)(=O)c2ccc(C3=CCCC3)cc2O[C@H]1CN(C)C(=O)c1cnccn1	4.2	nt	nt	-41.6
8	CCCN(C)C[C@@H]1Oc2ncc(C#Cc3cccc(OC)c3)cc2C(=O)N([C@H](C)CO)C[C@@H]1C	-2.3	nt	28.4	-44.7
9	C[C@H](CO)N1C[C@H](C)[C@H](CN(C)C(=O)C2CCCCC2)OCCCC[C@H](C)Oc2ccc(NC(=O)Nc3ccc(F)cc3)cc2C1=O	0.1	83.4	-2.7	14.7
10	C[C@@H]1CN([C@@H](C)CO)C(=O)CCCn2nncc2CO[C@H]1CN(C)Cc1ccc(C(=O)Nc2ccccc2N)cc1	4.0	110.1*	-5.7	-10.6
11	Cc1noc(C)c1NC(=O)Nc1ccc2c(c1)C(=O)N([C@H](C)CO)C[C@H](C)[C@@H](CN(C)Cc1ccc(C(F)(F)F)cc1)OCCCC[C@H](C)O2	0.9	14.5	5.0	-26.4
12	C[C@H](CO)N1C[C@H](C)[C@H](CN(C)C(=O)Nc2ccc3c(c2)OCO3)Oc2ccc(NC(=O)Cn3cnnn3)cc2CC1=O	-0.2	1.1	3.7	18.7
13	C[C@H](CO)N1C[C@H](C)[C@H](CN(C)Cc2ccc3c(c2)OCCN3C)OCc2ccccc2-c2c(n(C)c3ccccc23)C1=O	-0.3	nt	-11.5	-69.5
14	O=C(NCc1cccc(F)c1)[C@H]1[C@H](CO)[C@H]2Cn3c(ccc(-c4ccncc4)c3=O)[C@@H]1N2CC1CC1	1.1	64.2	-2.3	-3.7
15	O=C(Cc1ccccc1)N1C[C@H]2[C@@H](c3ccccc31)[C@H](CO)N2C(=O)c1ccc(F)cc1	9.5	16.8	-10.6	6.8
16	Cc1noc(C)c1NC(=O)N(C)C[C@H]1Oc2ccc(NS(=O)(=O)c3ccccc3)cc2CC(=O)N([C@@H](C)CO)C[C@H]1C	-1.2	18.7	-4.1	7.9
17	C[C@@H]1CN([C@H](C)CO)C(=O)c2cc(NS(=O)(=O)c3cccs3)ccc2O[C@@H](C)CCCCO[C@H]1CN(C)Cc1ccc(Cl)c(Cl)c1	0.6	124.9*	-9.1	-42.8
18	C[C@H]1CN([C@@H](C)CO)S(=O)(=O)c2ccc(C#CC3CCCC3)cc2O[C@H]1CN(C)C(=O)Cc1ccccc1	0.9	nt	12.6	-8.9
19	C[C@H]1CN([C@@H](C)CO)C(=O)Cc2cc(NC(=O)CCN3CCOCC3)ccc2O[C@@H]1CN(C)C(=O)Nc1ccc(C(F)(F)F)cc1	-0.5	6.2	-4.1	3.3
20	C[C@@H]1CCCCO[C@H](CN(C)C(=O)NC2CCCCC2)[C@@H](C)CN([C@@H](C)CO)C(=O)c2cc(NS(C)(=O)=O)ccc2O1	-0.2	-10.0	0.0	38.6
21	COc1ccccc1C#Cc1cnc2c(c1)C(=O)N([C@@H](C)CO)C[C@H](C)[C@H](CN(C)C(=O)c1ccc3c(c1)OCO3)O2	-2.5	nt	3.4	-36.7
22	O=C(C[C@@H]1CC[C@H]2[C@@H](COC[C@H](O)CN2C(=O)c2cnccn2)O1)NCc1ccc(Oc2ccccc2)cc1	-1.2	nt	-10.3&-10.5	15.6
23	CCCC#Cc1ccc2c(c1)O[C@H](CN(C)CCC)[C@H](C)CN([C@H](C)CO)S2(=O)=O	6.3	61.5	8.5	-73.1
24	CO[C@H]1CN(C)C(=O)c2cc(NC(=O)CC(F)(F)F)ccc2OC[C@H](C)N(C(=O)C2CCOCC2)C[C@@H]1C	1.6	nt	-12.0	39.1

An excerpt from above, reduced to Tcruzi prolif, GASC1 inh and C diff HTS.
#	smiles	Tcruzi prolif	GASC1 inh	C diff HTS
12	C[C@H](CO)N1C[C@H](C)[C@H](CN(C)C(=O)Nc2ccc3c(c2)OCO3)Oc2ccc(NC(=O)Cn3cnnn3)cc2CC1=O	1.1	-0.2	3.7
13	C[C@H](CO)N1C[C@H](C)[C@H](CN(C)Cc2ccc3c(c2)OCCN3C)OCc2ccccc2-c2c(n(C)c3ccccc23)C1=O	nt	-0.3	-11.5
14	O=C(NCc1cccc(F)c1)[C@H]1[C@H](CO)[C@H]2Cn3c(ccc(-c4ccncc4)c3=O)[C@@H]1N2CC1CC1	64.2	1.1	-2.3

Going on with the list.
no.	compound	GASC1 inh	Tcruzi prolif	C diff HTS	Pf Dd2 growth
25	CC(C)(C)[S@](=O)N1Cc2cc(C(=O)O)nc(-c3cccc(-c4ccc(F)cc4)c3)c2[C@@H]1CCO	4.7	nt	-0.3	34.6
26	CC(C)NC(=O)N(C)C[C@@H]1Oc2c(NC(=O)Nc3cccc4ccccc34)cccc2C(=O)N([C@@H](C)CO)C[C@H]1C	-0.8	20.3	-1.3	-28.6
27	COCCNC(=O)C[C@H]1C[C@H]2c3cc(NS(=O)(=O)c4ccc(F)cc4)ccc3O[C@H]2[C@H](CO)O1	nt	nt	-2.1	35.0
28	CN(C)C(=O)[C@@H]1[C@@H](CO)[C@@H]2Cn3c(ccc(-c4cccc(F)c4)c3=O)[C@@H]2N1C(=O)c1ccccn1	0.6	33.4	-3.0	11.8
29	C[C@@H]1CN([C@@H](C)CO)C(=O)c2cccc(NC(=O)C3CCOCC3)c2O[C@@H]1CN(C)Cc1ccccc1	-0.6	-3.3	-1.4	28.5
30	CCCN1[C@@H]2c3ccc(-c4cccc(C(=O)N(C)C)c4)c(=O)n3C[C@@H]2[C@@H](CO)[C@@H]1C(=O)OC	5.6	nt	2.6	15.8
31	C[C@H](CO)N1C[C@H](C)[C@H](CN(C)Cc2ccncc2)OCCCC[C@H](C)Oc2ccc(NC(=O)Nc3ccccc3)cc2C1=O	-0.2	51.3	-9.2	-9.9
32	COCC#Cc1ccc2c(c1)O[C@H](CN(C)C(=O)C1CC1)[C@H](C)CN([C@H](C)CO)S2(=O)=O	-0.1	60.1	nt	16.8
33	Cc1noc(C)c1NC(=O)N(C)C[C@@H]1Oc2ccc(NC(=O)Nc3cccc4ccccc34)cc2C(=O)N([C@@H](C)CO)C[C@H]1C	1.1	2.6	-4.9	10.0
34	C[C@H](O)C#Cc1cnc2c(c1)C(=O)N([C@@H](C)CO)C[C@H](C)[C@H](CN(C)C(=O)Nc1ccc(F)cc1)O2	nt	-9.1	-5.8	16.5
35	COc1cccc(S(=O)(=O)N[C@@H]2C=C[C@@H](CC(=O)NCc3ccc(Cl)cc3)O[C@@H]2CO)c1	0.1	16.4	-1.4	-0.7
36	CCCC(=O)Nc1ccc2c(c1)C(=O)N(C)C[C@@H](OC)[C@H](C)CN(Cc1cc(-c3ccccc3)on1)[C@H](C)CO2	0.2	nt	nt	-57.4
37	Cn1cnc(S(=O)(=O)N2C[C@H](O)COC[C@H]3O[C@@H](CC(=O)N4CCN(c5ccccc5)CC4)CC[C@@H]32)c1	2.7	-94.4	1.1&-2.0	18.1
38	C[C@H]1CN([C@@H](C)CO)C(=O)c2cc(C3=CCCC3)cnc2O[C@@H]1CN(C)C(=O)C1CCC1	1.7	-6.2	-3.0	17.5
39	C[C@H](CO)N1C[C@H](C)[C@H](CN(C)C(=O)C2CC2)Oc2ncc(/C=C/c3ccccc3)cc2C1=O	1.2	60.2	nt	-12.1
40	C[C@H](CO)N1C[C@H](C)[C@@H](CN(C)S(=O)(=O)c2ccc(F)cc2)OCCCC[C@H](C)Oc2ccc(NS(=O)(=O)c3cccs3)cc2C1=O	2.7	48.6	-5.5	-52.9
41	CCNC(=O)C[C@H]1CC[C@H]2[C@@H](COc3ccc(NC(=O)Nc4c(C)noc4C)cc3C(=O)N2C)O1	0.1	-28.2	4.0	7.9
42	C[C@@H](NC(=O)[C@H]1[C@H](CO)[C@H]2Cn3c(cccc3=O)[C@H]2N1CC1CC1)c1ccccc1	1.1	61.0	-0.3	3.9
43	COc1ccc(NC(=O)Nc2ccc3c(c2)C(=O)N([C@H](C)CO)C[C@@H](C)[C@H](CN(C)S(=O)(=O)c2c(C)noc2C)OCCCC[C@H](C)O3)cc1	-1.9	-57.0	6.5	-24.1
44	O=C(CCN1CCCCC1)NCC[C@@H]1CC[C@H](NC(=O)C2CCOCC2)[C@@H](CO)O1	0.4	9.6	0.6	10.5
45	CCCNC(=O)N1CC2(CN(CC3CC3)C2)c2c(n(C)c3cc(OC)ccc23)[C@H]1CO	-0.6	nt	8.5	-38.2
46	Cc1noc(C)c1S(=O)(=O)Nc1cccc2c1O[C@@H](CN(C)S(=O)(=O)c1ccccc1)[C@@H](C)CN([C@@H](C)CO)C2=O	0.8	26.1	-2.3	-9.8
47	O=C(NC1Cc2ccccc2C1)[C@@H]1N[C@@H]2c3ccc(C4=CCCC4)c(=O)n3C[C@@H]2[C@H]1CO	0.0	9.0	-1.7	6.2
48	CO[C@@H]1CC[C@H]2CCN(C)C(=O)[C@H](C)N(C)C(=O)c3cccc(C#N)c3OC[C@@H]1O2	-0.9	-6.7	-6.1	nt
49	COc1ccc(NC(=O)N(C)C[C@@H]2OCCCC[C@@H](C)Oc3ccc(NC(=O)Nc4c(C)noc4C)cc3C(=O)N([C@H](C)CO)C[C@H]2C)cc1	0.6	5.4	1.6	-1.2
50	C[C@@H]1CN([C@H](C)CO)C(=O)CCCn2cc(nn2)CO[C@H]1CN(C)S(C)(=O)=O	-0.5	31.6&16.3	-0.5	10.4&12.8
51	COC(=O)[C@@H]1[C@@H](CO)[C@@H]2Cn3c(ccc(-c4ccccc4F)c3=O)[C@@H]2N1C(=O)c1cnccn1	-0.9	-2.4	-4.3	12.8
52	COCC(=O)N(C)C[C@@H]1[C@H](c2ccc(-c3ccccc3)cc2)[C@@H](CO)N1C(C)=O	-2.8	8.6	-7.5	-4.0
53	C[C@H](CO)N1C[C@H](C)[C@H](CN(C)S(=O)(=O)c2ccc(F)cc2)Oc2c(NC(=O)c3nc4ccccc4s3)cccc2C1=O	-2.8	73.3	-8.5	-45.8
54	COCC(=O)N1C[C@@H]2[C@H](c3ccccc31)[C@@H](CO)N2Cc1ccccc1	-0.7	3.3	6.0	19.4
55	CCC(=O)N1CC2(C1)[C@@H](c1ccc(-c3ccc(F)cc3)cc1)[C@@H](CO)N2S(C)(=O)=O	0.2	nt	-9.3	-67.2
56	C[C@H]1CN([C@@H](C)CO)C(=O)c2cccc(NC(=O)CCCCCC(=O)Nc3ccccc3N)c2O[C@@H]1CN(C)C(=O)Nc1ccccc1	1.5	nt	-2.3	-33.6
57	CC(C)NC(=O)N(C)C[C@H]1Oc2c(NS(=O)(=O)c3cn(C)cn3)cccc2C(=O)N([C@@H](C)CO)C[C@H]1C	13.5	60.7	-0.6	21.4
58	C[C@@H]1CN([C@H](C)CO)C(=O)c2cc(/C=C/c3ccccc3)cnc2O[C@H]1CN(C)Cc1ccncc1	0.9	112.9*	1.3	-11.2
59	O=C(c1ccccc1F)N1C[C@@H]2[C@H](c3ccccc31)[C@@H](CO)N2C(=O)C1CCCC1	-0.1	14.7	-0.1	-6.2
60	CNC[C@@H]1Oc2ncc(-c3cc4ccccc4o3)cc2C(=O)N([C@H](C)CO)C[C@@H]1C	0.0	nt	-3.1	-16.3
61	O=C(C[C@@H]1C[C@H]2c3cc(NC(=O)Nc4ccccc4F)ccc3O[C@H]2[C@@H](CO)O1)NC1CCCC1	-1.3	13.0	nt	-24.9
62	C[C@H](CO)N1C[C@H](C)[C@H](CN(C)C(=O)Cc2ccccc2)OCCCC[C@H](C)Oc2ccc(NC(=O)Nc3ccccc3)cc2C1=O	0.0	56.4	nt	10.5
63	O=C(C[C@@H]1CC[C@@H]2[C@H](COC[C@H](O)CN2Cc2ccccc2)O1)NCCCN1CCOCC1	0.2	12.9	nt	-1.6
64	COc1ccc(CN(C)C[C@@H]2OCCCC[C@@H](C)Oc3ccc(NS(C)(=O)=O)cc3C(=O)N([C@@H](C)CO)C[C@H]2C)cc1	-0.4	3.2	0.5	6.6
65	C[C@@H]1CN([C@H](C)CO)C(=O)c2cc(C#C[C@@H](C)O)cnc2O[C@H]1CN(C)Cc1ccc(-c2ccccc2)cc1	0.8	nt	-0.1	-50.8
